TROY NFkB inh: inhibitors of TROY-driven NF-kB signaling, primary screen, Q293 LMP1-TROYcd cells, NF-kB luciferase, uHTS; Q293 LMP1-TROYcd NF-kB luciferase reporter, 4 h; inhibition, % at 10 µM; 0.98% of 360,000 active;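 active = compounds whose plate-normalised and pattern-corrected inhibition of the luciferase reporter signal at the single screening dose is 50% or more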
TWEAK-Fn14 inh: inhibitors of TWEAK-Fn14 signaling, primary screen, luciferase reporter cells, uHTS; TWEAK-stimulated Fn14 reporter cells, luciferase luminescence, 8 h; 2% of 360,000 active; inhibition, % at 10 µM; in the data active = inhibition above about 50%
NR5A2 inv ag: LRH-1 (NR5A2) inverse agonists, primary screen, cell-based, luminescence, HEK293T, StAR-luciferase reporter | LRH-1 transfected, 24 h | inhibition, % at 3.6 µM | 0.13% of 360,000 active;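 active = inhibition above the mean inhibition of all tested compounds plus 3 SD, cut at about 73% in these data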;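 note: 0% = DMSO wells and 100% = reporter-only cells lacking LRH-1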
Target sequence (O00482 whole entry, looked up): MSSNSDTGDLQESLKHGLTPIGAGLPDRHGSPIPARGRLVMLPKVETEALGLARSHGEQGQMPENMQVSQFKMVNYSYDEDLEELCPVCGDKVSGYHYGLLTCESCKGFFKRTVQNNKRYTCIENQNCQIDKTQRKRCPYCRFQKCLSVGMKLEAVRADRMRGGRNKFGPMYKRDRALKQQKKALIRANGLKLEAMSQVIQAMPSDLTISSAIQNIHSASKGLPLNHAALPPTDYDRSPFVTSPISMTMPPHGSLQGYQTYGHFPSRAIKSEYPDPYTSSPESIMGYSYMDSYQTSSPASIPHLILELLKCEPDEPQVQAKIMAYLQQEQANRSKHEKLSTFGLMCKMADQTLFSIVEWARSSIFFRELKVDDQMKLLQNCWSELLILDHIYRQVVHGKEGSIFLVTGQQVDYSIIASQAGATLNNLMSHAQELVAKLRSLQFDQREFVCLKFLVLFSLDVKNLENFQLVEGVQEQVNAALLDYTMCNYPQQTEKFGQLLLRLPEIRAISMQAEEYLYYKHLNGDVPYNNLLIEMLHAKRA
SRC1 inh: SRC1 coactivator transcriptional activity inhibitors, primary screen, cell-based, luminescence; Nuclear receptor coactivator 1 (Homo sapiens), Q15788; HEK293 GAL4-SRC1 luciferase reporter; inhibition, % at 3.6 µM; 0.12% of 360,000 active; AID 588354, 2011;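 active = inhibition above the campaign mean plus 3 SD, with each screening campaign given its own cutoff, cut at about 60% in these data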;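 note: 0% = DMSO treated cells and 100% = gossypol at 36 µM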
EBV LMP1 NFkB: EBV LMP1-driven NF-kappaB luciferase reporter inhibitors, primary screen, cell-based, luminescence, single point. LMP1-induced NF-kappaB luciferase reporter cells. inhibition, % at 12.5 µM. 0.69% of 350,000 active. AID 504558, 2011; in the data active = inhibition above about 41%;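 note: 0% = neutral control wells and 100% = reference inhibitor control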
KKLEB cytotox: cytotoxicity in KKLEB CF airway cells, primary screen, cytotoxicity control for CF NF-kB inhibitor project, cell-based, uHTS, fluorescence assay plates; KKLEB CF airway cells viability, ATPlite luminescence, overnight; active compounds read low; cells stimulated with P. aeruginosa culture filtrate; activity change (cytotoxicity), % at 5 µM; 0.36% of 360,000 active; AID 602141, 2011;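 active = corrected activity change at or below -50% at 5 µM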
NCOA3 inh: SRC3 coactivator transcriptional activity inhibitors, primary screen, cell-based, luminescence. HEK293 GAL4-SRC3 luciferase reporter. Nuclear receptor coactivator 3 (Homo sapiens), Q9Y6Q9. 0.17% of 360,000 active. inhibition, % at 3.6 µM;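 active = inhibition above a per-campaign cutoff, the mean of all compounds plus 3 SD, cut at about 60% in these data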;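 note: 0% = DMSO-treated cells and 100% = gossypol-treated cells at 36 µM; higher means less SRC3-driven luciferase light from the GAL4 reporter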
COUP-TFII inh: NR2F2 transcriptional activity inhibitors, primary screen, cell-based, luciferase reporter, HEK293T, luminescence; COUP transcription factor 2 (Homo sapiens), P24468; HEK293T NGFI-A luciferase reporter; inhibition, % at 8.6 µM; 0.7% of 370,000 active;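 active = inhibition above a per-plate cutoff, mean inhibition of test wells between control levels plus 3 SD, cut at about 38% in these data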;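 note: cells cotransfected with COUP-TFII expression vector driving the NGFI-A reporter; 0% = median of COUP-TF2 test wells and 100% = reporter-only cells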
Target sequence (P24468 whole entry, looked up): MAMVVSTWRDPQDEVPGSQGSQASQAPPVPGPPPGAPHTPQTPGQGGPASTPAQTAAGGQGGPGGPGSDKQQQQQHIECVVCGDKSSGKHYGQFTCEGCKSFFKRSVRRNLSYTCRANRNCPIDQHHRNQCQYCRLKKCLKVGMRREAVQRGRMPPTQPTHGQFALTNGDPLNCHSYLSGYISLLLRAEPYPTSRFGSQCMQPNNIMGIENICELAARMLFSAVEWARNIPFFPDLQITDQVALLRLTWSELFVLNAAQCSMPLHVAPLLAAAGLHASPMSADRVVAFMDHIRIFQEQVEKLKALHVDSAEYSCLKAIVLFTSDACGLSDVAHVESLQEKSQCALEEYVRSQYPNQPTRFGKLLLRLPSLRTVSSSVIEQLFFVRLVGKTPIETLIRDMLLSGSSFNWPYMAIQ
Shn3 3UTR inh: reduction of Shn3 3'UTR firefly luciferase signal, primary screen, Schnurri-3 inhibitor project, cell-based, Clone20 osteoblasts, set 2 | Clone20 osteoblast Shn3 3'UTR firefly luciferase, 24 h | inhibition, % at 12.5 µM | 0.52% of 360,000 active | AID 588674, 2011;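 active = mean inhibition of at least 75% with every replicate also reaching 75%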;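 note: 0% = median of neutral control wells and 100% = pilot-screen positive control compound; some compounds past the cut are filed as inactive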
C8 TRAIL sens: viability loss with TRAIL in NB7+C8 cells, primary screen, TRAIL sensitizer project, cell-based, ATPlite luminescence; inhibition (viability loss, TRAIL sensitization), % at 10 µM; 1% of 360,000 active;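 active = compounds causing at least 50% loss of cell viability in the single-dose screen, relative to plate controls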
CF NFkB inh: inhibitors of PAF-induced NF-kB signaling, primary screen, cell-based, GFP fluorescence, uHTS; KKLEB NF-kB-GFP reporter, GFP fluorescence overnight; AID 588850, 2011; 0.86% of 360,000 active; inhibition, % at 5 µM;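 active = at least 50% inhibition at 5 µM, scaled per plate between neutral and stimulator controls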;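 note: PAF is a Pseudomonas aeruginosa culture filtrate used as stimulus; plate controls were PAF-stimulated DMSO wells for no effect and unstimulated DMSO wells for full effect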
* marks the source's active call; other numbers are inactive results; . = not tested or not shown. A portion of the library, so the mix of outcomes need not match the whole.

Below each compound – TROY NFkB inh	TWEAK-Fn14 inh	NR5A2 inv ag	SRC1 inh	EBV LMP1 NFkB	KKLEB cytotox	NCOA3 inh	COUP-TFII inh	Shn3 3UTR inh	C8 TRAIL sens	CF NFkB inh
> CN(C)c1ccc2nsnc2c1[N+](=O)[O-]
  8	-7	12	0	2	-1	13	-8	.	19	12
> CCc1cccc(C)c1NC(=S)N(CCOC)C(C)c1ccco1 (stereo not given)
  17	-4	-8	-45	1	-8	-1	-4	-2	-6	16
> Cc1ccc(C)c(NS(=O)(=O)c2c(C)[nH]c(C)c2C(=O)N2CCCCC2)c1
  -18	-2	6	-9	-4	9	11	8	1	-8	2
> COc1cccc(CN(C)C(=O)Cc2c[nH]c3ccccc23)c1OC
  -6	-8	-14	-20	0	8	-15	-2	12	-4	-9
> CC1(C(=O)NC2CCCC2)CCC(=O)N1CCc1c[nH]c2ccccc12 (stereo not given)
  -4	12	4	-2	.	1	13	2	-6	-7	-29
> Cc1cccc(C)c1NC(=O)NCCSc1snnc1C
  -1	-5	-4	0	-2	-3	11	-1	11	-6	-1
> CC1=CC(C)(C)N(C(=O)CSc2ncn[nH]2)c2ccccc21
  3	3	13	8	-2	6	7	16	58	-4	5
> N#Cc1cc2c(nc1SCC(=O)O)CCCCC2
  20	18	1	-13	-6	-4	18	-6	6	-12	-7
> CCOC(=O)[C@H]1[C@H]2COc3ccc(C)cc3[C@@H]2N2C(=O)c3cc(OC)c(OC)cc3NC(=O)[C@@]12C
  -16	-31	1	12	-9	-4	1	-19	-37	-3	-27
> COc1ccc(-c2csc(NC(=O)c3cc(C)on3)c2C#N)cc1OC
  -29	10	-14	6	6	-22	-8	8	13	11	17
> Clc1ccc(OCc2nnc(SCCN3CCCCC3)n2Cc2ccco2)cc1
  1	-8	-8	-24	-5	-7	-11	12	22	-6	16
> N#Cc1c(-c2ccc(F)cc2)cc(-c2ccccc2)nc1SCC(=O)NCC(=O)O
  -6	-4	5	-14	-6	11	18	-11	-33	-14	-27
> CN1C(=O)C(CCC(N)=O)NC1=S (stereo not given)
  -3	17	0	-18	-10	0	14	-14	-30	-9	5
> CN(C)S(=O)(=O)c1ccc(N2CCCC2)c(C(=O)Nc2ccccc2F)c1
  6	4	0	-4	0	5	5	-2	10	-19	-24
> CC(C)Nc1nc(Cl)nc(N(C#N)CN2C(=O)c3ccccc3S2(=O)=O)n1
  3	-6	7	-22	-3	-3	-8	-3	.	-12	-4
> CCOC(=O)N1CCN(C(=O)CS(=O)Cc2nc(-c3cccc(C)c3)oc2C)CC1 (stereo not given)
  -9	4	2	-6	6	-3	-11	5	-3	1	6
> COCCNC(=O)C[C@@H]1C[C@H]2c3cc(NC(=O)Nc4ccc(F)cc4)ccc3O[C@H]2[C@H](CO)O1
  -9	2	20	-1	-5	18	0	-10	-5	2	10
> COC(=O)c1ccc(N2NC(=O)/C(=C/c3cc(OC)c(OC)c(OC)c3)C2=O)cc1
  1	6	-8	-11	2	2	-5	-11	3	-2	12
> c1cc(CNC2=NCCCCC2)ccn1
  -17	-7	2	-2	1	-9	7	3	-60	-3	0
> Cc1ccc(/C(N)=N/OC(=O)c2cccs2)cc1
  -26	42	-142	-140	-32	-3	-74	-64	-23	30	-6
> CS(=O)(=O)c1ccc(NC(=O)C2CC(=O)N(c3ccc4c(c3)OCCO4)C2)cc1 (stereo not given)
  13	0	-5	12	-1	0	0	6	-5	-8	11
> O=S1(=O)[C@H]2C[C@@H]3C=C[C@@]2(CN1Cc1cccc(Cl)c1)O3
  -14	4	-10	-8	-8	-1	9	-14	-10	-6	6
> CSc1ccc(/C=N/N2CCN(Cc3ccc(Cl)cc3)CC2)cc1
  2	12	21	19	-1	7	9	10	17	-2	-7
> N#Cc1ccc(CSc2nnc(NC(=O)CN3C(=O)C4CC=CCC4C3=O)s2)cc1 (stereo not given)
  10	-3	14	9	-2	1	7	18	0	8	1
> COc1cc(C(=O)Nc2ccc3c(c2)ncn3C)cc(OC)c1OC
  -10	18	16	10	0	0	11	-3	4	40	5
> Cc1cc(=O)c(C(=O)Nc2cccc(C(=O)NC3CC3)c2)nn1-c1ccccc1Cl
  -1	-49	-1	-16	0	-6	10	-15	9	2	12
> CC(Oc1ccc(S(=O)(=O)N2CCCC2)cc1[N+](=O)[O-])C(=O)NC(C)c1ccccc1 (stereo not given)
  0	1	41	-3	0	0	14	11	-1	14	4
> CC(C)(C)[C@H]1C=C(C(=O)NCc2ccccc2)O[C@@H](OCCCCO)C1
  -11	7	-24	-20	6	-3	-17	-2	-9	1	1
> N#C/C(=C\c1cccc(Cl)c1)C(=O)c1ccccc1
  18	-2	-14	3	8	5	8	2	16	-6	1
> CCCN1CCC(=O)N([C@H](CO)c2ccccc2)CC1
  -1	2	-3	2	-2	-8	-20	-17	-9	-13	-12
> COc1ccc(-c2ccnc3c(C#N)cnn23)cc1
  12	7	8	1	1	2	-16	-9	17	0	-1
> CC(=O)C1CCCN(C(=O)c2ccc3oc(CCc4ccccc4)nc3c2)C1 (stereo not given)
  6	-1	-67	-106	-7	2	-36	-29	-51	-7	6
> CC1(Cc2ccccc2OC(F)(F)F)C(=O)Nc2ccc(OC(F)(F)F)cc21 (stereo not given)
  -4	25	22	16	.	-12	1	15	18	10	6
> COc1ccc(NC(=O)CN(C)C(=O)c2cn(-c3ccccc3)nc2-c2ccc(F)cc2)cc1
  -10	12	-21	6	4	-14	7	-11	15	7	-15
> CN(Cc1ccc(Cl)s1)C(=O)CN1C(=O)N(C)C2(CCCCC2)C1=O
  -52	-10	8	-22	-13	11	3	-7	-27	-6	-11
> O=C(O)CC1(CC(=O)NCc2ccc(F)cc2)CCCCC1
  12	10	-9	20	-7	13	-8	8	-23	-13	-6
> Cc1cccc(N(CC(=O)Nc2ccc(F)cc2)S(C)(=O)=O)c1
  10	0	20	1	-5	10	4	3	7	0	-25
> O=C(O)c1cccc(Nc2ncnc3ccc(Br)cc23)c1
  -11	-6	-55	-5	-8	-7	-19	19	-7	1	0
> C=CCC(Nc1ccco1)c1ccccc1 (stereo not given)
  11	-14	-7	-2	-5	-1	0	9	11	-2	-16
> Cc1ccc(C(=O)NNC(=O)c2csc(N3CCOCC3)n2)s1
  15	6	9	-18	10	-2	-31	9	5	7	-25
> O=C(c1cccs1)N1CCN(c2ccccc2)CC1
  -4	-3	-14	5	-2	4	10	-12	50	12	16
> Nc1cc(=O)[nH]c(SCC(=O)Nc2ccc(N3CCCCC3)cc2)n1
  -14	5	-8	6	-2	1	-13	0	6	-20	3
> COc1ccc(N2C(=O)CCC(C(=O)N3CCCCC3)C2c2ccc(F)cc2)cc1 (stereo not given)
  -9	3	5	2	1	-3	10	.	-1	-11	-6
> Cc1cccc(NC(=O)CCN2CCOCC2)c1
  9	13	-7	-6	5	6	19	-18	-41	-13	2
> CCOC(=O)N1CCN(C2=C(NS(=O)(=O)c3ccc(Br)cc3)C(=O)c3ccccc3C2=O)CC1
  -11	-15	-3	-6	-7	12	15	-7	-9	25	58*
> Cc1ccc(CNS(=O)(=O)c2c(C)[nH]c(C)c2C(=O)N2CCCCC2)cc1
  18	0	-4	0	3	3	5	4	5	2	6
> C[C@@H]1CN(C(=O)c2ccc(OC3CCN(S(=O)(=O)N(C)C)CC3)cc2)C[C@H](C)O1
  -2	-11	15	-3	-7	-2	10	4	-22	-6	2
> CCOC(=O)c1c(C)[nH]c(C(=O)/C(C#N)=C/c2ccc(OCC)cc2)c1C
  13	-6	-13	-1	-6	-10	-2	-15	-14	-9	8
> COc1ccc(NC(=S)NCCCN2CCCC2=O)c(OC)c1
  -1	2	8	10	-5	-1	19	18	-10	-9	-21
> COC(=O)Cn1c(=NC(=O)c2cc(-c3cccs3)nc3ccccc23)sc2cc(S(N)(=O)=O)ccc21
  -6	47	8	6	-12	18	26	-3	33	8	-26

In another format: entries from further up
C[C@@H]1CN(C(=O)c2ccc(OC3CCN(S(=O)(=O)N(C)C)CC3)cc2)C[C@H](C)O1
  TROY NFkB inh = -2 | TWEAK-Fn14 inh = -11 | NR5A2 inv ag = 15 | SRC1 inh = -3 | EBV LMP1 NFkB = -7 | KKLEB cytotox = -2 | NCOA3 inh = 10 | COUP-TFII inh = 4 | Shn3 3UTR inh = -22 | C8 TRAIL sens = -6 | CF NFkB inh = 2
CC1(Cc2ccccc2OC(F)(F)F)C(=O)Nc2ccc(OC(F)(F)F)cc21 (stereo not given)
  TROY NFkB inh = -4 | TWEAK-Fn14 inh = 25 | NR5A2 inv ag = 22 | SRC1 inh = 16 | EBV LMP1 NFkB = . | KKLEB cytotox = -12 | NCOA3 inh = 1 | COUP-TFII inh = 15 | Shn3 3UTR inh = 18 | C8 TRAIL sens = 10 | CF NFkB inh = 6
Nc1cc(=O)[nH]c(SCC(=O)Nc2ccc(N3CCCCC3)cc2)n1
  TROY NFkB inh = -14 | TWEAK-Fn14 inh = 5 | NR5A2 inv ag = -8 | SRC1 inh = 6 | EBV LMP1 NFkB = -2 | KKLEB cytotox = 1 | NCOA3 inh = -13 | COUP-TFII inh = 0 | Shn3 3UTR inh = 6 | C8 TRAIL sens = -20 | CF NFkB inh = 3
CCOC(=O)N1CCN(C2=C(NS(=O)(=O)c3ccc(Br)cc3)C(=O)c3ccccc3C2=O)CC1
  TROY NFkB inh = -11 | TWEAK-Fn14 inh = -15 | NR5A2 inv ag = -3 | SRC1 inh = -6 | EBV LMP1 NFkB = -7 | KKLEB cytotox = 12 | NCOA3 inh = 15 | COUP-TFII inh = -7 | Shn3 3UTR inh = -9 | C8 TRAIL sens = 25 | CF NFkB inh = 58*

Single entries from the entries so far:
For NCOA3 inh, O=C(O)c1cccc(Nc2ncnc3ccc(Br)cc23)c1 has the entry -19
For COUP-TFII inh, CC1(Cc2ccccc2OC(F)(F)F)C(=O)Nc2ccc(OC(F)(F)F)cc21 (stereo not given) has the entry 15
For NCOA3 inh, C[C@@H]1CN(C(=O)c2ccc(OC3CCN(S(=O)(=O)N(C)C)CC3)cc2)C[C@H](C)O1 has the entry 10
For NR5A2 inv ag, O=C(O)CC1(CC(=O)NCc2ccc(F)cc2)CCCCC1 has the entry -9
For NR5A2 inv ag, Cc1cccc(N(CC(=O)Nc2ccc(F)cc2)S(C)(=O)=O)c1 has the entry 20
For TWEAK-Fn14 inh, COC(=O)Cn1c(=NC(=O)c2cc(-c3cccs3)nc3ccccc23)sc2cc(S(N)(=O)=O)ccc21 has the entry 47

Screening data deposited in PubChem BioAssay by several laboratories.
